Assay outcomes deposited in PubChem BioAssay by National Center for Advancing Translational Sciences (NCATS).
LDHA block: qHTS assay for inhibitors of human lactate dehydrogenase; L-lactate dehydrogenase A chain (Homo sapiens), P00338; purified LDHA, NADH/diaphorase-resazurin fluorescence; hits give low values; activity change, % (values are at about 110 or 230 µM); 480,000 tested, 0.15% active; AID 1347041, 2019; in the data active = activity change below about -30%; inconclusive = mostly about -25% to -30%;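 note: plate controls were DMSO wells for no effect and wells without enzyme for full effect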
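Resorufin fluorescence (ex540/em590), read at 0 and 20 min after diaphorase/resazurin addition, reports the NADH left after a 5 min room-temperature reaction of 2 nM human LDH5 with 0.06 mM NADH and 0.2 mM pyruvate.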
POLB inh: qHTS Assay for Inhibitors of DNA Polymerase Beta | P06746 | Pol beta primer extension/strand displacement, fluorescence kinetic | Potency, µM (titrated, usually from 114 µM), for the others: top-dose activity change, negative = inhibition, usual class: inhibitors | 340,000 tested, 1.3% active; note: potency is the fitted concentration of half-maximal effect; % is set by controls: 0 for no effect and ±100 for the full control effect
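Preincubation: enzyme (10 nM) with compound, 15 min, RT. Reaction: substrate added to 50 nM final. Reads: 0 and 10 min. Analysis: normalized, Hill fit.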
RGS4 inh: Inhibitors of Regulator of G Protein Signaling (RGS) 4: qHTS | AID 504845, 2011 | Regulator of G-protein signaling 4 (Homo sapiens), P49798 | 390,000 tested, 0.039% active | Transcreener GDP fluorescence polarization, RGS4-accelerated GTP hydrolysis | Potency, µM (series often up to 114 µM), for inactives: at the highest dose activity change, negative = inhibition, most hits filed as inhibitors; note: potency is the fitted concentration of half-maximal effect; % is set by controls: 0 for no effect and ±100 for the full control effect; nearly all actives have a fitted effect of over 75% in size; some results filed as inactive show a strong effect at the top dose
Target sequence (P49798 whole entry, looked up): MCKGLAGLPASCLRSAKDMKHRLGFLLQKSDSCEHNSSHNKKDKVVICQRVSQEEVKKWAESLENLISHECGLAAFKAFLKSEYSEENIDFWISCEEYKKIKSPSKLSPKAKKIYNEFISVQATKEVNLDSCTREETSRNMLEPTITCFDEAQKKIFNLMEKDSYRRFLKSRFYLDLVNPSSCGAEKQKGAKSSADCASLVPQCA
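MLSMR compounds (23 nl, pin-transferred) preincubated 10 min at room temperature with a 500nM (2x) first reagent, then RGS4 at 900nM (2x) plus Transcreener GDP mix added; fluorescence polarization (620/688 nm) read before and after 90 min at 30 °C.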
ALOX12 inh: Primary qHTS assay for inhibitors of human arachidonate 12S-lipoxygenase (ALOX12): Round 2; purified 12hLO, xylenol orange hydroperoxide absorbance; Potency, µM (series often up to 108 µM), without a hit: at the highest dose activity change, negative = inhibition, usual class: inhibitors; 580,000 tested, 1.1% active; Polyunsaturated fatty acid lipoxygenase ALOX12 (Homo sapiens), P18054; note: potency is the fitted concentration of half-maximal effect; % is set by controls: 0 for no effect and ±100 for the full control effect
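Purified human 12hLO (150 nM final) in 25 mM Hepes, 0.01% Triton X-100, pH 7.0 was preincubated 15 min at room temperature with compound. Then 40 uM arachidonic acid was added, 30 min. Hydroperoxide was read by Fe-XO absorbance ratio 573/405 nm.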
ERG Ets-DNA blk: qHTS for Small Molecule Inhibitors of the ERG Ets/DNA interaction. Transcriptional regulator ERG (Homo sapiens), P11308. fluorescence polarization, His-ERG Ets domain / labelled DNA. Potency, µM (series often up to 76.9 µM), for inactives: at the highest dose FP activity, negative = inhibition, hits mostly inhibitors. 370,000 tested, 0.028% active. AID 624246, 2012; active = well fitted inhibition curve with a large enough effect in the polarisation, with a control signal flat; inconclusive = small, poorly fitted or top-dose-only effect, or effect the other way, or a change in a side signal; inactive = no such curve, though single readings can be large or run the other way; the % refers to the polarisation;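 note: polarization taken with two DNA probes labelled with fluorescein and Texas red; potency is the fitted concentration of half-maximal effect; % of control where 0% means no effect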
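His-tagged ERG Ets domain (1 uM in the protein solution; 300mM KCl, 50mM Tris-HCl, 1mM EDTA, 1mM DTT, pH 7.5) received compound, then a probe mix of 5 nM fluorescein-DNA and 100nM Texas-615-DNA. Fluorescence polarization was read for both dyes.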
APEX1 inh: qHTS Assay for Inhibitors of the Human Apurinic/apyrimidinic Endonuclease 1 (APE1); DNA repair nuclease/redox regulator APEX1 (Homo sapiens), P27695; recombinant APE1, TAMRA/BHQ-2 abasic DNA cleavage fluorescence; Potency, µM (top dose mostly 65.8 µM), for the others: at the top dose activity change, negative = inhibition, most hits filed as inhibitors; 350,000 tested, 0.35% active; AID 2517, 2012;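 note: potency is the fitted concentration of half-maximal effect; plate controls were vehicle for no effect and reference inhibitor for full effect; nearly all actives have a fitted effect of over 55% in size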
Target sequence (P27695 whole entry, looked up): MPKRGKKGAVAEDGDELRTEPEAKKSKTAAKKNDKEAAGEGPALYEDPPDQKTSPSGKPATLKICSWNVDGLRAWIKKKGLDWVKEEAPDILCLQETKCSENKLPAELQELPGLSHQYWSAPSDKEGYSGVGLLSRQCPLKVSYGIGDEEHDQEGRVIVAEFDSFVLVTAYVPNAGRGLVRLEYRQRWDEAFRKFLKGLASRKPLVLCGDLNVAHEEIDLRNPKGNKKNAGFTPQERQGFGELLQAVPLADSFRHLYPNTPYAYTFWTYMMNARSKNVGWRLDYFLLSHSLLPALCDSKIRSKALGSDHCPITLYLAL
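Substrate: short duplex with […] THF abasic site, 5'-TAMRA and 3'-BHQ-2, 50 nM final. APE1 at 0.75 nM, preincubated 15 min RT with compound. Fluorescence increase from first to third read measured activity.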
Pol eta inh: qHTS for Inhibitors of Polymerase Eta. Potency, µM (series often up to 114 µM), for the others: at the top dose activity change, negative = inhibition, usual class: inhibitors. recombinant Pol eta, fluorescent DNA replication assay. 390,000 tested, 1.2% active; note: potency is the fitted concentration of half-maximal effect; % is set by controls: 0 for no effect and ±100 for the full control effect
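Pol eta (10 nM) was preincubated with compounds for 15 min at room temperature, after which fluorescent replication substrate (50 nM final) was added to start the reaction. Fluorescence was read kinetically at 0 and 10 min.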
Pol kappa inh: qHTS for Inhibitors of Polymerase Kappa; DNA polymerase kappa (Homo sapiens), Q9UBT6; 400,000 tested, 0.53% active; Potency, µM (doses to about 107 µM), inactives show top-dose activity, negative = inhibition, usual class: inhibitors; purified Pol kappa, fluorescent DNA synthesis assay, 10 min; note: potency is the fitted concentration of half-maximal effect; % is set by controls: 0 for no effect and ±100 for the full control effect
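Kinetic fluorescence screen: compound preincubated 15 min RT with 10 nM enzyme; 50 nM substrate (final) initiates; reads at 0/10 min.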
Apoferritin bind: qHTS Assay for Identification of Novel General Anesthetics; apoferritin/1-aminoanthracene competitive binding, fluorescence; Potency, µM (series often up to 77.5 µM), for the others: at the highest dose activity change, negative = displacement, usual class: inhibitors; 350,000 tested, 0.074% active; AID 485281, 2010; note: potency is the fitted concentration of half-maximal effect; % is set by controls: 0 for no effect and ±100 for the full control effect; nearly all actives have a fitted effect of over 20% in size
Target sequence (P02791 2-175 limits assumed): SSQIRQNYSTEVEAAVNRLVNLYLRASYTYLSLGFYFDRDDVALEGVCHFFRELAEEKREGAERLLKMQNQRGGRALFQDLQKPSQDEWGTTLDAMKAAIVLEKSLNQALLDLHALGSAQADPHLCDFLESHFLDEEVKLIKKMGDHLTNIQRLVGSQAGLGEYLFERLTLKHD
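Concentration-response curves derived by four-parameter Hill fitting of normalized fluorescence, where compounds displaced 1-AMA from 10 uM horse apoferritin following a brief 10 min room-temperature incubation; propofol titration acted as positive control.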
An asterisk follows results filed as active; ? = inconclusive; nt = not tested or not shown; & = joins results of further samples; [ ] = another dose, or the depositor's remark. Unless noted, calls come from the whole dose curve; as a rule, active = well fitted curve in the direction sought with a large enough effect; inconclusive = small, poorly fitted or top-dose-only effect, or another doubt; inactive = no such curve, though single readings can be large; an effect the other way counts as inactive or inconclusive. The list is partial; count on the stated rates, not on these rows.

Field names – A = LDHA block; B = POLB inh; C = RGS4 inh; D = ALOX12 inh; E = ERG Ets-DNA blk; F = APEX1 inh; G = Pol eta inh; H = Pol kappa inh; I = Apoferritin bind
COc1ccc2c(c1)c(=O)c(S(=O)(=O)c1ccccc1)cn2CC(=O)Nc1ccc2c(c1)OCO2
  A = 3; B = 3%; C = -10%; D = -39%; E = 3%; F = nt; G = -13%; H = -10%; I = -4%

CC(C)N(C(=O)Cn1cc(S(=O)(=O)CC(=O)N2CCOCC2)c2ccccc21)C(C)C
  A = 1; B = 17%; C = 8%; D = -6%; E = ?; F = 6%; G = 1%; H = 0%; I = 1%

Cc1ccc(S(=O)(=O)N2CCCC2C(=O)N2CCCCCC2)cc1 (centres undefined)
  A = -2; B = 3%; C = -3%; D = 5%; E = 9%; F = 1%; G = -11%; H = -1%; I = 4%

CN(CC[C@@H](Oc1ccc(C(F)(F)F)cc1)c1ccccc1)CC(=O)O
  A = nt; B = nt; C = 12%[56.9 µM]; D = nt; E = nt; F = 1%; G = nt; H = -10%&13%[60.1 µM]; I = -23%

O=C(N1CCOCC1)N1CCN(S(=O)(=O)N2CCCCC2)CC1
  A = -4; B = 4%; C = -18%; D = 4%; E = 7%; F = -3%; G = -8%; H = -8%; I = -2%

Cc1oc(-c2ccccc2F)nc1CSCC(=O)NCc1ccc2c(c1)OCO2
  A = 2; B = -1%; C = 6%; D = -27%; E = 4%; F = -2%; G = -5%; H = -8%; I = ?

CN1CCN(c2ccc(NC(=O)COc3ccccc3Cl)cc2)CC1
  A = -6; B = -19%; C = ?; D = 0%; E = 2%; F = -2%; G = 1%; H = -2%; I = -2%

C/C=C/c1c(F)c(F)c(Oc2ccc(C(=O)O)cc2)c(F)c1F
  A = -6; B = -13%; C = 8%; D = -23%; E = 1%; F = -1%; G = -10%; H = -1%; I = -12%

CC(=O)C[C@H](O)CC(=O)[C@@H]1OC(=O)CCCCCc2ccccc21
  A = -3; B = nt; C = -3%; D = 16%; E = 30%; F = -3%; G = -14%; H = 3%; I = nt

O=C(O)CCn1c(=O)c2ccccc2c2ccccc2c1=O
  A = -1; B = 29%; C = 1%; D = 0%; E = -9%; F = 9%; G = -14%; H = 6%; I = 1%

O/N=C(/c1ccc(Cl)cc1)C1CC1c1ccccc1 (centres undefined)
  A = 4; B = 14%; C = 15%; D = 0%; E = 7%; F = -18%; G = -26%; H = -1%; I = -24%

O=C(Nc1cc(Cl)ccc1N1CCCC1)C1=NN(c2ccccc2)C(=O)CC1
  A = -6; B = 0%; C = -13%; D = ?; E = 9%; F = -14%; G = -6%; H = 1%; I = -19%

CN(CC(=O)Nc1ccccc1Oc1ccccc1)Cc1ccccc1F
  A = -23; B = 1%; C = 21%; D = -17%; E = 5%; F = -5%; G = -25%; H = -14%; I = 40%[activator]

CN(C)c1nc(SCC#N)nc(N2CCOCC2)n1
  A = 4&1; B = 29%; C = 8%; D = 0%&7%; E = 15%; F = -2%; G = 12%; H = 1%; I = -8%

NC(=O)C1=C[C@@H](C2CCCCC2)C[C@@H](OCc2ccc(CO)cc2)O1
  A = 10; B = nt; C = -18%; D = -13%; E = -2%; F = nt; G = -22%; H = 4%; I = nt

COc1ccc(CCNC(=O)CN(c2ccccc2)S(C)(=O)=O)cc1OC
  A = -5; B = 5%; C = 25%; D = 0%; E = -2%; F = -2%; G = -2%; H = -7%; I = -7%

COc1cccc(Nc2nc3ccccc3nc2NS(=O)(=O)c2ccc(NC(C)=O)cc2)c1
  A = -4&-21; B = 1%; C = -15%; D = -11%; E = 23%; F = 36%; G = -15%; H = -3%; I = -14%

COc1ccccc1CCNC(=O)C1CCC(=O)N(Cc2cccc(F)c2)C1 (centres undefined)
  A = -1; B = 3%; C = -80%[56.9 µM]; D = -3%; E = 7%; F = -1%; G = -5%; H = 15%; I = -10%

COc1cc(Cl)c(C)cc1NC(=O)COC(=O)C(NS(=O)(=O)c1ccc(Cl)cc1)C(C)O (centres undefined)
  A = -12; B = -1%; C = -9%; D = ?; E = 12%; F = 2%; G = -17%; H = -10%; I = -10%

CCCn1c(SCC(=O)NC2CCCC2)nc2c1c(=O)n(C)c(=O)n2C
  A = 2; B = 30%; C = -6%; D = -8%; E = 6%; F = 37%; G = -11%; H = 0%; I = -7%

COc1ccc(N2CCN(C(=O)c3cc(=O)c4cc(C)cc(C)c4o3)CC2)cc1
  A = -4; B = 14%; C = -32%[56.9 µM]; D = -44%; E = 2%; F = 7%; G = -13%; H = 3%; I = -3%

Cc1sc2nc(C3CC3)nc(SCC(=O)N3CCCc4ccccc43)c2c1C
  A = nt; B = -21%; C = nt; D = -9%; E = nt; F = -3%; G = nt; H = nt; I = -11%

O=C(/C=C/c1cccs1)N1CCCC1
  A = -7; B = 7%; C = -2%; D = -14%; E = 1%; F = 47%; G = -24%; H = -6%; I = -3%

O=C(N/C(=C/c1cccnc1)C(=O)N1CCOCC1)c1ccccc1
  A = -4; B = -1%; C = -2%; D = 0%; E = 1%; F = 3%; G = -18%; H = -2%; I = -5%

CCN(CC)S(=O)(=O)c1ccc(/C=C/C(=O)OCC#N)cc1
  A = -6; B = 61%; C = 2%; D = 20%; E = 10%; F = 12%; G = -19%; H = -6%; I = -13%

CCOc1ccc(CN2C(=O)c3ccccc3Sc3ccc(C(=O)N4CCN(C)CC4)cc32)cc1
  A = -7; B = 37%; C = 8%; D = -4%; E = 3%; F = nt; G = -5%; H = -4%; I = -11%

CC1CCCC(C)N1C(=O)CCN1C(=O)C2C3C=CC(C3)C2C1=O (centres undefined)
  A = -2; B = 35%; C = 12%; D = -4%; E = 1%; F = 36%; G = 9%; H = 1%; I = 0%

CSc1nc(C)cc(OCC(=O)n2nc(C)cc2C)n1
  A = -8; B = -22%; C = 6%; D = -21%; E = 7%; F = -2%; G = 1%; H = 0%; I = -10%

COc1ccc(N(CC(=O)NCCC2=CCCCC2)S(=O)(=O)c2c(C)[nH]c(=O)[nH]c2=O)cc1
  A = -18; B = 1%; C = 21%; D = 11%; E = -1%; F = -8%; G = 0%; H = -9%; I = -5%

CC(C)(C)c1ccc(OCc2nc3ccccc3n2CCOc2ccccc2)cc1
  A = 2; B = 1%; C = -16%; D = -7%; E = 1%; F = nt; G = -17%; H = -11%; I = 109%[activator]

COc1ccc(C2NCCc3c2[nH]c2ccccc32)cc1COc1ccc(F)cc1 (centres undefined)
  A = 1; B = 26%; C = -10%; D = ?; E = 6%; F = 3%; G = -9%; H = -3%; I = -12%

CCn1cc(CCC(=O)NCc2ccccc2OC)c2ccccc21
  A = 0&-3; B = 18%&1%; C = 33%&7%; D = 0%&-13%; E = 12%&0%; F = 23%; G = -3%&-19%; H = -15%[60.1 µM]; I = -13%&-15%

CCCCOc1ccc(Cl)cc1CSc1nnc(C)n1N
  A = -3; B = 2%; C = -22%; D = 12%; E = -21%; F = -2%; G = -17%; H = -22%; I = -10%

Cc1cc(OCc2nnc(SC(C)C(=O)O)n2-c2ccccc2)ccc1Cl (centres undefined)
  A = -3; B = 4%; C = -26%; D = -1%; E = ?; F = 51%[activator]; G = -4%; H = 6%; I = -16%

CC1=CC(=O)C=C(C)C1=NOC(=O)/C=C\c1ccccc1
  A = 6; B = 32%; C = -4%; D = -12%; E = 4%; F = 12%; G = -6%; H = -4%; I = 5%

Cc1ccc(-c2nc(CS(=O)CC(=O)NC3CCC(C)CC3)c(C)o2)cc1 (centres undefined)
  A = -6; B = 2%; C = 1%; D = 14%; E = 11%; F = 3%; G = -17%; H = -2%; I = ?

O=C(Nc1nnc(Cc2ccccc2F)s1)Nc1ccccc1F
  A = 0; B = 30%; C = 7%; D = -3%; E = 2%; F = 9%; G = 2%; H = 4%; I = -12%

O=C(CSc1n[nH]c(=O)n1C1CC1)NCc1ccccc1
  A = -4; B = 6%; C = 22%; D = 0%; E = 1%; F = 10%; G = 4%; H = -9%; I = 1%

O=C(c1cnccn1)N1CCN(c2ccccc2F)CC1
  A = -2; B = 0%; C = 1%; D = 0%; E = 3%; F = 11%; G = -6%; H = -5%; I = 5%

Cc1ccc(NC(=O)C(Cc2ccccc2)NC(=O)OCc2ccccc2)cc1C (centres undefined)
  A = -10; B = 41%; C = -5%; D = -28%; E = nt; F = 18%; G = -1%; H = -6%; I = -4%
